Source: PubChem (several laboratories)
NS5 inhibitors: flavivirus cap methylation enzyme inhibition – biochemical, confirmation dose response, primary screen (AID 588689) | Dengue-2 NS5 methyltransferase capping enzyme assay, biochemical; higher % means a stronger effect | one-dose inhibition, % at 25 µM; IC50 in µM for titrated hits | 340,000 compounds, 0.3% hits; in the data active = a potency from the dose series; inconclusive = inhibition above about 29% without an active follow-up result
RSV antiviral HEp-2: inhibition of RSV-induced cytopathic effect – HEp-2 cells, primary 10 µM value included (AID 2391). CPE inhibition, % at 10 µM; hits with a dose series show IC50 in µM. 310,000 compounds, 0.13% hits. HEp-2 cells, RSV-induced CPE inhibition; higher % means a stronger effect; in the data active = a potency from the dose series; inconclusive = CPE inhibition mostly from about 23% at the one dose, without a potency; inactive = the rest, 99 in 100 with CPE inhibition below about 21%; note: strong numbers were not always called active
GPR35 arrestin U2OS: inhibition of zaprinast-stimulated GPR35 beta-arrestin translocation – imaging, U2OS, beta-arrestin-GFP, zaprinast agonist, primary screen (AID 2058) | U2OS GPR35 beta-arrestin-GFP translocation imaging, zaprinast antagonism; higher % means a stronger effect | inhibition, % at 10 µM, or IC50 in µM where a hit was titrated | 290,000 compounds, 0.052% hits;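 active = inhibition of at least 50% with at least 30 cells and total cytoplasm GFP at most 10,000,000; inconclusive = under 30 cells or total GFP of 10,000,000 plus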
UTI89 phage lysis: inhibition of K1F phage lysis, E. coli UTI89, bacterial capsule biogenesis inhibitors, alamar blue (AID 488966). E. coli UTI89 K1F phage lysis, alamar blue, 2 h; higher % means a stronger effect. inhibition, % at 100 µM; hits with a dose series show IC50 in µM. 340,000 compounds, 0.02% hits;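 active = phage lysis inhibition, versus mean bacterial control, above a set limit; inconclusive = no clear call, values can overlap the other calls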;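 note: capsule biogenesis inhibitors block K1F phage lysis so surviving cells raise fluorescence; higher fluorescence means more inhibition of phage lysis; actives were called in the ten point dose series up to 300 µM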
HIV fusion peptide: inhibitors of HIV fusion peptide binding, primary screen, biochemical, uHTS, fluorescence dequenching (AID 1986); cell-free peptide binding, fluorescence dequenching, 30 min; higher % means a stronger effect; one-dose inhibition, % at 20 µM; IC50 in µM for titrated hits; 290,000 compounds, 0.3% hits; in the data active = inhibition mostly above about 52%, no sharp cut-off; inactive = mostly below about 76%; note: some results filed as inactive read as strong as hits
Large T inhibition: SV40 large T antigen inhibitors, biochemical (AID 1903) | SV40 large T antigen ATPase/helicase inhibition assay; higher % means a stronger effect | 310,000 compounds, 0.39% hits | inhibition, % at 20 µM; hits with a dose series show IC50 in µM; in the data active = a potency from the dose series; inconclusive = inhibition mostly from about 32% at the one dose, without a potency; inactive = the rest, 99 in 100 with inhibition below about 32%; note: strong numbers were not always called active
MgcRacGAP inhibition: MgcRacGAP GTPase-activating activity inhibitors, confirmation, biochemical, ADP Hunter fluorescence; inhibition, % at 30 µM; hits with a dose series show IC50 in µM; 340,000 compounds, 0.6% hits; MgcRacGAP-stimulated Rac1 GTP hydrolysis, ADP Hunter fluorescence; higher % means a stronger effect; GST-tagged Rac1 F28L mutant substrate; AID 624330;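 active = first-screen hits whose inhibition reached a set limit at any dose in the follow-up dose series; inconclusive = inhibition above the set first-screen limit but never retested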;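 note: fluorescence reports GDP produced by GAP-driven GTP hydrolysis; strong numbers were not always called active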
GPR55 LPI antagonism: inhibition of LPI-stimulated GPR55 beta-arrestin translocation – imaging, U2OS, beta-arrestin-GFP, LPI agonist, primary screen (AID 2013); U2OS GPR55 beta-arrestin-GFP translocation imaging, LPI antagonism; higher % means a stronger effect; one-dose inhibition, % at 10 µM; IC50 in µM for titrated hits; 290,000 compounds, 0.13% hits;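 active = spots per cell inhibited over 60%, with over 100 cells counted and total cytoplasm intensity under 500,000; inconclusive = wells with under 100 cells, flagged as likely toxic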;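 note: U2OS cells stably carrying GPR55 and arrestin-GFP stimulated by 5 µM LPI near EC80; imaged beta-arrestin-GFP aggregate spots per cell after agonist stimulation; plate controls were LPI-stimulated DMSO wells for no effect and DMSO wells without LPI for full effect; some results filed as inactive read as strong as hits; confirmed hits need IC50 under 10 µM and bright autofluorescent wells are also inconclusive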
PhoP inhibition: PhoP-dependent GFP reporter repression – Salmonella Typhimurium, primary screen (AID 1863); S. Typhimurium PhoP-regulated promoter GFP reporter, 4 h; higher % means a stronger effect; inhibition, % at 50 µM; hits with a dose series show IC50 in µM; 300,000 compounds, 0.16% hits;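 active = inhibition over 29.93%, a cutoff 3 SD above the screen mean, later confirmed by dose response; inconclusive = inhibition over 29.93% but no dose response follow-up; inactive = inhibition at most 29.93% or unconfirmed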;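 note: 0% = low Mg2+ inducing control and 100% = high Mg2+ repressing control; strong numbers were not always called active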
NS5 inhibitors pilot replicate: also measured in NS5 inhibitors; calls as there; inhibition, %; measured here: pilot screen replicate inhibition
Active calls of the source: *; u = inconclusive; x = not tested or not shown; [ ] = remark or other dose.

SMILES | NS5 inhibitors | RSV antiviral HEp-2 | GPR35 arrestin U2OS | UTI89 phage lysis | HIV fusion peptide | Large T inhibition | MgcRacGAP inhibition | GPR55 LPI antagonism | PhoP inhibition | others
COc1ccc(OC)c(N2C(=NC(=O)C3CCCCC3)SC3CS(=O)(=O)CC32)c1 (centres undefined) | 6% | 3.0% | -6% | 0.0% | 0.0% | 1% | 11% | 3% | -1%
COc1ccc2cc(C3CC(c4cccs4)=NN3S(C)(=O)=O)c(Cl)nc2c1 (centres undefined) | 4% | 8.7% | 2% | 0.0% | 0.3% | 2% | 0% | 2% | 1%
Cc1ccc(CNC(=O)c2nn(C)c(C)c2[N+](=O)[O-])cc1 | 1% | 2.6% | 2% | 0.6%[50 µM] | 1.4% | 10% | -11% | 8% | 11%
Fc1ccc(NC(=S)Nc2cccc3cnccc23)cc1 | 15% | 5.9% | -1% | 0.3% | 16% | 12% | 9% | -1% | 2%
CCc1nnc(NC(=O)CCC(=O)NCc2ccccc2OC)s1 | -3% | 13% | 4% | 0.2% | -0.6% | 3% | 3% | -11% | -2%
CC1CC2C3CCC4=CC(=O)C=CC4(C)[C@@]3(Cl)C(O)CC2(C)C1(O)C(=O)CO (some centres undefined) | -1% | 13% | x | 3.5% | x | 8% | -3% | x | -5%
CCCn1c2ccccc2c2cnn(CC(=O)N(CC)CC)c(=O)c21 | -1% | 0.9% | -7% | -1.7%[50 µM] | -0.5% | 6% | 9% | 2% | 1%
COc1ccc(C(=O)Nc2cc(C(F)(F)F)ccc2-n2cncn2)cc1 | -1% | 2.9% | 14% | 0.0% | -2.9% | 10% | 3% | -10% | 15%
Cc1cc(C)cc(NC(=O)COC(=O)CCCNC(=O)c2ccc(Cl)cc2)c1 | -3% | 1.4% | 4% | 1.7% | 1.9% | 6% | 4% | -9% | -5%
Cn1nc(C(=O)N2CCN(C(c3ccccc3)c3ccccc3)CC2)c2ccccc2c1=O | -8% | -0.4% | -3% | 0.4% | -2.0% | 10% | 9% | 7% | 0%
CC(C)(C)OC(=O)N1CCC(C(=O)N[C@H](C(=O)O)c2ccccc2)(c2ccccc2)CC1 | -5% | 0.5% | 1% | 0.1% | 1.1% | 2% | 8% | 3% | 9%
O=C(COc1ccc(Cl)cc1)NCc1nnc(SCC(=O)N2CCCc3ccccc32)o1 | -2% | 0.4% | 0% | -2.4% | 1.1% | 7% | 3% | -3% | -6%
O=C(NCCc1ccccc1)C1CCN(C(=O)Nc2ccccc2)CC1 | -4% | 1.5% | x | 0.2%[50 µM] | x | 15% | 6% | x | 13%
COc1ccccc1CNC1CCCc2ccccc21 (centres undefined) | x | -0.2% | -8% | 0.4% | 3.7% | 11% | 25% | 2% | 0%
Cc1ccc(S(=O)(=O)N2CCN(c3c([N+](=O)[O-])cc(C(F)(F)F)cc3[N+](=O)[O-])CC2)cc1 | 1% | 3.3% | -16% | 1.7% | -2.3% | 10% | 7% | 27% | 1%
CCC1(c2ccccc2)NC(=O)N(CC(=O)Nc2cccc(S(=O)(=O)N3CCCC3)c2)C1=O (centres undefined) | -7% | 2.8% | x | 0.4%[50 µM] | x | x | 2% | x | x
C=CCOc1ccc(C(=O)Nc2ncn[nH]2)cc1 | -10% | 2.3% | 19% | 0.0% | -0.6% | 6% | 5% | 89% | 8%
CC(C)CNC(=O)c1cccc(NC(=O)CCc2ccccc2)c1 | -3% | 2.0% | -12% | 0.4% | 0.2% | 6% | 4% | 6% | -2%
O=S(=O)(NCc1ccccc1)NCc1ccccc1F | -5% | 1.4% | -7% | 0.4% | -1.3% | 23% | 12% | -2% | -1%
Cc1ccc(CN2CCSc3ccc(C(=O)N4CCOCC4)cc32)cc1 | 2% | 5.9% | -7% | -0.1% | -1.8% | 6% | 5% | 0% | 0%

Overlap with the part before: 2 entries, then new ones.
SMILES | NS5 inhibitors | RSV antiviral HEp-2 | GPR35 arrestin U2OS | UTI89 phage lysis | HIV fusion peptide | Large T inhibition | MgcRacGAP inhibition | GPR55 LPI antagonism | PhoP inhibition | others
O=S(=O)(NCc1ccccc1)NCc1ccccc1F | -5% | 1.4% | -7% | 0.4% | -1.3% | 23% | 12% | -2% | -1%
Cc1ccc(CN2CCSc3ccc(C(=O)N4CCOCC4)cc32)cc1 | 2% | 5.9% | -7% | -0.1% | -1.8% | 6% | 5% | 0% | 0%
N#Cc1ccccc1CSc1nc(N)cc(N)n1 | 0% | 0.3% | -5% | -0.1% | -0.9% | 0% | 6% | -25% | 7%
O=C(COC(=O)c1ccc[n+]([O-])c1)Nc1ccc(Cl)cc1[N+](=O)[O-] | -11% | 0.3% | x | 0.8%[50 µM] | x | x | 2% | x | x
O=C(OC1CCOC1=O)c1cc(-c2ccc(Br)cc2)nc2ccccc12 (centres undefined) | 1% | 3.2% | -12% | 1.9% | -0.6% | 3% | 11% | 13% | 2%
COc1ccc(NCc2nc3ccccc3n2CCOc2ccccc2)cc1 | -2% | 2.2% | -11% | 1.2% | 0.5% | 0% | 10% | 0% | 2%
Fc1cccc(Cl)c1-c1nnc2ccc3ccccc3n12 | 2% | 1.0% | 15% | 0.2% | -1.2% | 6% | 4% | -7% | 2%
O=C(NCCc1nc2ccccc2[nH]1)c1ccc(Cl)c([N+](=O)[O-])c1 | -6% | 0.9% | 0% | -3.5% | 0.7% | 4% | -5% | 2% | 5%
O=C(N=c1ccn(-c2nc3ccccc3nc2NS(=O)(=O)c2ccc(Cl)cc2)cc1)c1ccccc1Cl | x | 3.7% | 4% | x | 102%* | 9% | x | 1% | -53%
Cc1ccc(/C=N/NC(=O)C2CCN(Cc3ccc(F)cc3Cl)CC2)o1 | -9% | 0.9% | 3% | -4.3% | -3.8% | -2% | 6% | 16% | -5%
CSc1n[nH]c(NCc2ccc(Cl)cc2)n1 | -3% | 1.7% | -11% | -0.2% | 0.1% | 2% | 12% | -1% | -2% | NS5 inhibitors pilot replicate=4.3
O=C(NCc1ccc2c(c1)OCO2)C(=O)NCC1OCCN1S(=O)(=O)c1ccc(F)cc1 (centres undefined) | -4% | 5.4% | 9% | 1.4% | 1.5% | 3% | 5% | 22% | 3%
Nc1nc2ccc(O)cc2s1 | -4% | 3.3% | 13% | -0.1% | 1.3% | 3.5µM* | u | 1% | 1%
O=C(NCCCN1CCOCC1)c1cc2cc(Br)ccc2oc1=O | -6% | 0.6% | 0% | 2.0% | 0.9% | 7% | 4% | 9% | 23%
CC(C)[C@H](NC(=O)[C@H](CC(=O)O)NC(=O)[C@H](CCCCN)NC(=O)[C@@H](N)CCCN=C(N)N)C(=O)N[C@@H](Cc1ccc(O)cc1)C(=O)O | x | 1.1% | 9% | x | 1.2% | 15% | x | -2% | 3%
COCCn1nnnc1C(C(C)C)N1CCOCC1 (centres undefined) | -6% | 0.9% | -8% | 0.5% | 4.8% | 2% | -1% | 4% | -8%
CCOc1ccc(C(=O)N2CCN(c3cnn(-c4ccccc4)c(=O)c3Cl)CC2)cc1 | 1% | 0.6% | -1% | -0.3% | 2.3% | 5% | 2% | -4% | -5%
Brc1cccc(CNc2nc3ccccc3n2CCN2CCOCC2)c1 | -14% | 2.9% | -10% | 1.8% | -1.1% | -4% | -3% | -5% | -1%
COC(=O)c1ccc(C(=O)OC)c(NC(=S)N2CCCCC2)c1 | -3% | 0.1% | 3% | -0.1%[50 µM] | -1.0% | 9% | 9% | 8% | -2%
CN(C)c1ncc(S(=O)(=O)c2ccccc2)c(=O)[nH]1 | -6% | 0.4% | -8% | 0.2% | 0.7% | 3% | 8% | 6% | -7%
Cc1ccc(C2C(C#N)=C(N)Oc3c2oc(CO)cc3=O)o1 (centres undefined) | 9% | -0.4% | 6% | 0.6% | 1.0% | 50% | 12% | -4% | 3%
CC(=O)c1c(C(C)=O)c(C)n(-c2nc(-c3ccc(C)c(C)c3)c(C)s2)c1C | -2% | 1.4% | 15% | 0.4% | -2.4% | 1% | 5% | 0% | 8%
FC(F)(F)c1cccc(N2CCN(Cc3ccoc3)CC2)c1 | -6% | 0.8% | -9% | 1.8% | -1.0% | 7% | 10% | 3% | 9%
CCOc1cc2[nH]c(=O)n(CCCN3CCN(c4ccc(OC)cc4)CC3)c(=O)c2cc1OCC | -8% | -0.2% | 0% | -0.1% | -1.5% | 7% | 14% | 13% | -4%
CN1CCC(N(C)C(=O)COc2ccc(S(=O)(=O)N3CCOCC3)cc2)CC1 | -5% | -0.9% | -16% | 0.5% | 1.2% | 12% | 9% | 76% | -5%
CC(=O)c1cc(CN2CCN(Cc3ccccc3)C(CCO)C2)cs1 (centres undefined) | 2% | -0.2% | 4% | 0.0% | 1.1% | 5% | 10% | -8% | -3%
O=C(NCCN=C1NS(=O)(=O)c2ccccc21)c1ccncc1 | -8% | 0.5% | 10% | -1.8% | 0.7% | 8% | -1% | 0% | -4%
COc1ccc(S(=O)(=O)N(C)c2ccc(C(=O)N3CCC(C(N)=O)CC3)cc2)cc1 | 3% | -1.1% | 5% | 0.2% | 0.7% | 5% | 11% | 12% | -3%
O=C(NCCc1ccccc1)c1nc(CS(=O)(=O)c2ccc(Cl)cc2)no1 | -2% | 5.6% | 1% | 0.3% | 0.5% | 9% | 10% | -4% | -7%
CCS(=O)(=O)N1CCN(C(=O)c2cc(OC)cc(OC)c2)CC1 | -3% | 0.8% | 5% | 1.7% | 1.1% | -2% | 3% | 11% | -7%
Cc1cc2oc(=O)c(CC(=O)NCCCO)c(C)c2c2occ(C(C)(C)C)c12 | -2% | 2.7% | -12% | 1.1% | 0.6% | 9% | 5% | -7% | 19%
Cc1nc(SCC(=O)N2CCOCC2)c2c(=O)n(C)c(=O)n(C)c2n1 | 2% | 0.6% | -2% | 1.2%[50 µM] | 1.4% | 20% | 8% | 5% | -5%
CC1(C)CC(=O)/C(=C(\O)c2ccccc2)C(=NCCc2ccccc2)C1 | -1% | 0.0% | -1% | 0.8% | -0.2% | 3% | 11% | 2% | 0%
CCn1cc(C(=O)Nc2ccccc2)c(=O)c2ccc(C)nc21 | x | 2.4% | -6% | x | -0.1% | 17% | x | -11% | -6%
Cc1cc(=O)oc2c(C)c(OC(C)C(=O)NCC3CCC(C(=O)O)CC3)ccc12 (centres undefined) | -4% | 1.5% | 2% | 4.0% | 1.6% | 4% | -2% | -8% | -6%
COCCCNC(=S)NC(=O)c1ccc(C)cc1 | -2% | 2.4% | 1% | 2.6% | -1.2% | 15% | 7% | 3% | -7%

Outcome played no part in choosing rows; any-hit rate near 1.5%.
